CaV13 FRET inh: Disruptors of the CACNA1D IQ motif to Ca2+-dependent inactivation inhibitor domain association, primary screening, Förster resonance energy transfer in intact living …; HEK cells, CFP/YFP FRET ICDI-IQ, plate reader, 10 min; percent FRET-ratio fall versus neutral wells; AID 743397; hit rate 0.098% among 340,000; inhibition, % at 12.3 µM;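 active = mean replicate inhibition of at least 30% and at least 1% of replicates passing that level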;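 also: 0% = median of the neutral control wells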
PDI inh: blocks human protein disulfide isomerase activity; P07237; inhibition, % at 10 µM; PDI insulin aggregation turbidity, A650, 90 min; hit rate 0.052% among 350,000; AID 588391;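 active = mean inhibition across replicates of 30% or more, whatever share of single replicates reach that level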;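 also: absorbance from insulin aggregation driven by PDI reduction with DTT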
Target sequence (P07237 whole entry, looked up): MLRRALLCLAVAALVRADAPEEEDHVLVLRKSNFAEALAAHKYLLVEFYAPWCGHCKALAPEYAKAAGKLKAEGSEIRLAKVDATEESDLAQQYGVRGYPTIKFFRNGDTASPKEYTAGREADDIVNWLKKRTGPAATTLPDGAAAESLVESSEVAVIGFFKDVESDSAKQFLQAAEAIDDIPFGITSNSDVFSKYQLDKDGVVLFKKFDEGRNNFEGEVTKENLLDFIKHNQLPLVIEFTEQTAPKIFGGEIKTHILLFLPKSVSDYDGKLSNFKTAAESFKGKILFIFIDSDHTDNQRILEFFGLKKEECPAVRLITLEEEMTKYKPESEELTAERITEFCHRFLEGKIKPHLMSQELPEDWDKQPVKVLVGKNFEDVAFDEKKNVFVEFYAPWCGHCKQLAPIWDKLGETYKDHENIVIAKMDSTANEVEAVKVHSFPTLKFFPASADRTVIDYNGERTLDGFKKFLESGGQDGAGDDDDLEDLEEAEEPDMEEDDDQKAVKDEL
aDG glyco up: increases alpha dystroglycan glycosylation; activation, % at 10 µM; hit rate 0.22% among 360,000; Pro5-aDG cells, alpha-DG glycosylation AlphaScreen (IIH6); 0% Pro5, 100% B10-LARGE cell signal; AID 624168;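 active = activation of at least 8% versus controls, or a plate z-score of at least 8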;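 also: Pro5 are CHO cells carrying HIG-tagged alpha-DG that lacks glycosylation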
Cardio protect: modulators protecting cardiomyocytes from myocardial damage; protection from H2O2 cell death, % at 20 µM; H9c2 cardiomyocytes, H2O2 injury protection, ATPLite, 2 h; hit rate 0.63% among 360,000;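 active = compounds giving at least 50% protection of heart cells from peroxide-induced death in the single-dose screen, raw or plate-pattern-corrected value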;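 also: 0% = DMSO wells with peroxide and 100% = DMSO wells without peroxide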
ABCB6 inh MLPCN: blocks the human ABCB6 transporter | K562-ABCB6 porphyrin accumulation, flow cytometry, 1 h; hits give low values | fluorescence ratio to DMSO, % at 10 µM | AID 602162 | hit rate 0.19% among 360,000 | Q9NP58;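 active = fluorescence ratio to DMSO below 75%, the collection mean minus 3 SD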;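 also: signal is porphyrin accumulated inside mitochondria; 100% equals median channel fluorescence of DMSO control wells; lower ratio means ABCB6 inhibition with less porphyrin fluorescence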
hiPSC survival: enhancers of human iPSC single-cell survival; hiPSC single-cell survival, ATPlite luminescence; 100% = ROCK inhibitor wells, 0% = DMSO; survival enhancement, % at 20 µM; hit rate 0.044% among 360,000; in the data active = survival enhancement above about 18%;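 also: cells exposed to compounds for 16 hours before the ATP read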
Granule exo inh: lytic granule exocytosis inhibition; AID 651702; hit rate 0.66% among 360,000; TALL-104 LAMP-1 surface exposure, flow cytometry; cells stimulated with thapsigargin and PMA; inhibition, % at 10 µM;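 active = inhibition above about 55%, limit read from the data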
HTR2A ag: mouse HTR2A agonism via beta-arrestin recruitment | activation, % at 7.6 µM | hit rate 0.66% among 360,000 | AID 624169 | CHO-K1 mHTR2A beta-arrestin complementation, luminescence; percent of 30 µM serotonin response | P35363;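 active = activation above a run cutoff, the mean activation of all tested compounds plus 3 SD, cut at about 14% in these data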;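 also: 0% = plate median of compound wells and 100% = 30 µM serotonin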
Target sequence (P35363 whole entry, looked up): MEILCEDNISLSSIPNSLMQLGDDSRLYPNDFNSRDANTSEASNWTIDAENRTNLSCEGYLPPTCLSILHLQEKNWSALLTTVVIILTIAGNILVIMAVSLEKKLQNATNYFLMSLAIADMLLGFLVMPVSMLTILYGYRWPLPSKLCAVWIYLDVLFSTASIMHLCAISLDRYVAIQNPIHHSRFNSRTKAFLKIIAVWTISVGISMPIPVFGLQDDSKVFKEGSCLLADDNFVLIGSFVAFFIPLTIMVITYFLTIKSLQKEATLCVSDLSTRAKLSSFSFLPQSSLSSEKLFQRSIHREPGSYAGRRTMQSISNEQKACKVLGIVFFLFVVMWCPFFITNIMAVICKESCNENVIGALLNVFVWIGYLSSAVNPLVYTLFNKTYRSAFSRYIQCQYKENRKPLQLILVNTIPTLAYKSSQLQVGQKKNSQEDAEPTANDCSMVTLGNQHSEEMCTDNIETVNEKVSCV
Vif imaging: HIV Vif inhibition; HEK293T cells, Vif self-association by quenched fluorescence, imaging, 24 h; inhibition, % at 7.49 µM; hit rate 0.35% among 340,000; AID 602346; in the data active = inhibition above about 50%, passing the limit was not always enough; also: some results filed as inactive read as strong as hits
Glyco luc inh: blocks N-linked glycosylation in D54 reporter cells. D54 ERlucT glycosylation luciferase reporter, 24 h; percent of 100 nM tunicamycin response. reporter increase, % at 12.5 µM. AID 588692. hit rate 0.23% among 360,000;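 active = mean luciferase reporter signal, scaled so untreated is 0 and the glycosylation-blocking control 100, at or above a set limit in every replicate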;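 also: luciferase carries N-glycosylation sites so blocking glycosylation raises the light; 0% = median of neutral control wells and 100% = median of 100 nM tunicamycin wells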
Numbers without * were called inactive; . = no result given. Compounds as they come. Share with any hit: about 3.1%.

Second line of a record: CaV13 FRET inh	PDI inh	aDG glyco up	Cardio protect	ABCB6 inh MLPCN	hiPSC survival	Granule exo inh	HTR2A ag	Vif imaging	Glyco luc inh
CC(=O)N1c2ccc(S(=O)(=O)NCCC(=O)Nc3ccc(F)cc3C)cc2CC1C (stereo not given)
    -13	0	-0.2	-3	102	-0.7	0	2	1	-3
CCc1nc2ccc(C(=O)NCc3ccc(OC)cc3)cn2c1N(CC)CCN(C)C
    -4	-6	-0.3	13	94	-2.7	5	-3	-1	2
Cc1cc(C)n2nc3nc(N4CCCC4)nc(-c4ccccc4)c3c2n1
    .	-1	-0.1	0	194	-1.6	15	-3	.	-1
C=C(C)C(=O)Nc1nnc(-c2cccs2)s1
    -5	11	-0.2	6	93	2.2	-1	5	10	-2
O=C(O)CCCCCn1c(SCC(=O)N2CCCC2)nc2ccsc2c1=O
    -10	1	-0.1	2	97	0.3	1	0	8	0
COCc1ccc(C(=O)N2CCCC(Nc3ccc(C(C)C)cc3)C2)o1 (stereo not given)
    .	4	-0.3	-7	92	1.2	-4	-6	3	-1
O=C(NCc1ccccc1)C(c1ccc(C(F)(F)F)cc1)n1c(=O)c(-c2cc3ccccc3[nH]2)nc2ccccc21 (stereo not given)
    -17	.	2.4	.	.	.	5	-3	.	.
Cc1ccccc1C(=O)Nc1ccc2nc3n(c(=O)c2c1)CCCC3
    -20	5	-0.1	-1	96	-0.2	-2	4	-15	0
C=CCN(CC=C)Cc1cc(=O)oc2cc(OC)ccc12
    -10	.	0.2	0	99	-0.6	-2	2	.	-1
CC(C)CC1C(=O)N(Cc2cn(CCC3OCCCO3)nn2)CCS(=O)(=O)N1Cc1ccc(-c2ccc(Cl)c(Cl)c2)cc1 (stereo not given)
    -5	-2	0.0	10	100	-2.5	14	-5	-2	3
O=C(/C=C/c1cc[n+](CC(=O)c2ccc3cccc4c3c2CC4)cc1)c1ccc2cccc3c2c1CC3
    .	1	1.1	-13	108	-1.0	70*	1	1	1
O=C(COC(=O)CSCC(=O)N1CCCCC1)NCc1ccc(F)cc1
    -5	-13	-0.1	2	113	-1.3	2	-2	.	0
O=C1OCCN1C(=O)[C@H]1[C@H](c2ccc(Cl)cc2)C(c2cccc(Cl)c2)=NN1c1ccccc1
    .	-1	0.6	2	87	-1.6	0	8	.	3
Cc1cc(SCC(=O)N(C)c2c(N)n(Cc3ccccc3)c(=O)[nH]c2=O)nc2ccccc12
    -7	-4	0.8	8	97	7.2	14	3	10	1
Cc1ccc(NS(=O)(=O)c2ccc3c(c2)oc(=O)n3C)cc1
    -2	0	0.1	-6	96	0.6	-6	-5	0	-2
CCOc1cccc2sc(N(CCN(C)C)C(=O)c3cc4ccccc4cc3OC)nc12
    -4	8	0.5	-7	97	-0.4	59*	-15	-9	-1
Cc1cccc(Cn2c(CN3CCN(Cc4ccccc4)CC3)nc3c2c(=O)[nH]c(=O)n3C)c1
    -6	-1	-0.3	-8	101	0.9	0	2	8	-3
O=C(Nc1ccc2c(c1)C(=O)OC2)c1ccccc1Cl
    -6	3	0.0	15	88	0.1	0	-2	24	0
O=C(NCc1ccco1)c1ccc(COCC(F)(F)F)cc1
    -5	-2	-0.1	-8	100	0.0	-1	0	5	-1
O=C(/C=C/c1ccco1)N1CCN(S(=O)(=O)/C=C/c2ccccc2)CC1
    -3	0	0.2	3	98	0.3	1	1	2	2
CCCn1c2c(c(O)c(C(=O)Nc3ncccc3O)c1=O)CCCC2
    -6	-2	0.1	1	102	5.0	-1	3	-13	2
COCCn1c(=NC(=O)/C=C/c2cccs2)sc2cc(NC(C)=O)ccc21
    -12	-20	0.0	27	97	-1.2	-3	2	1	-3
Cc1ccc(-c2noc(CCCC(=O)N3CCOCC3)n2)cc1
    -5	0	-0.4	3	92	1.6	6	1	6	2
O=C(Nc1cccc(O)c1)N1CCOCC1
    .	2	0.2	2	95	-1.3	3	1	-3	0
Oc1ccc(-c2n[nH]c(=S)n2-c2ccc3c(c2)OCCO3)cc1
    -5	10	-0.3	-7	88	-1.5	0	-1	8	3
CCC(C)N=Cc1c(Nc2ccccc2)nc2c(C)cccn2c1=O (stereo not given)
    -16	-5	-0.1	-8	102	-0.2	0	-2	-5	-2
N#Cc1ccc(C(=O)Nc2cc(S(=O)(=O)N3CCOCC3)ccc2N2CCOCC2)cc1
    -12	-4	-0.2	1	101	2.8	-5	2	-5	4
CCC(=O)Nc1cc(C(F)(F)F)ccc1N1CCOCC1
    .	-1	0.0	-8	104	5.8	1	4	3	-1
Cc1ccc(C(=O)NC(=S)Nc2ccc(NC(=O)c3cccc(Cl)c3)cc2)cc1
    -19	2	0.0	-5	96	0.1	1	4	-6	-6
N=c1ccn(Cc2cccc(Cl)c2)cc1
    -6	2	-0.3	-9	88	-1.5	3	5	-5	-3
CCn1cc(C(=O)OCc2cccc(Br)c2)c(=O)c2ccc(C)nc21
    -6	-13	-0.1	3	98	-0.7	-3	-3	-4	6
CC(C)COc1ccc(C(=O)NCc2ccco2)cc1
    -4	3	0.0	-2	103	-2.3	-3	0	1	-1
CCOC(=O)c1cnc2c(OC)cccc2c1N1CCN(c2ccccc2OC)CC1
    -6	15	0.0	15	93	-2.4	1	-5	-31	10
COc1ccc(CCNC(=O)C(=O)NCC2OCCN2S(=O)(=O)c2cccs2)cc1OC (stereo not given)
    .	-7	1.3	-1	89	1.2	-6	6	13	0
Cc1nn(CCC#N)c(N)c1C1(O)C(=O)Nc2c(Cl)cc(Cl)cc21 (stereo not given)
    -2	-3	0.6	2	13*	-0.6	-1	-2	-1	1
Cc1nc2ccc(S(=O)(=O)NCC(=O)NC(C)c3ccccc3)cc2s1 (stereo not given)
    -3	5	-0.3	4	111	0.6	1	0	-3	1
O=C(NCC(=O)N1CCCCCCC1)c1ccc(Cl)c(Cl)c1
    -9	-8	0.3	4	93	-1.6	-8	-8	-7	-7
COC(=O)c1ccc(NC(=O)c2cc(-c3ccncc3)nc3ccccc23)cc1
    -5	9	-0.2	11	108	-0.6	1	1	14	13
O=Cc1c(NCc2cccc(F)c2)c2ccccc2[nH]c1=O
    -19	2	0.0	7	104	-0.4	-3	4	-3	1
CCC(Cc1ccccc1)NS(=O)(=O)c1csc(C(N)=O)c1 (stereo not given)
    -3	-14	0.1	-2	101	-0.2	6	-1	-2	0
O=C(O)CN1C(=O)/C(=C\c2cn(CC(=O)N3CCOCC3)c3ccccc23)SC1=S
    -5	-6	-0.2	2	105	1.0	-2	3	0	1
CCOc1ccc(NS(=O)(=O)c2ccc(-c3cnc(C4CC4)o3)cc2)cc1
    -7	3	0.7	-14	98	0.6	23	-5	-6	-1
O=C(c1ccccc1[N+](=O)[O-])N1CCCN(C(=O)c2ccccc2[N+](=O)[O-])CC1
    -4	1	-0.3	5	95	1.8	5	8	.	-2
COc1ccc(C2=Nn3c(nnc3-c3ccccc3F)SC2)cc1OC1CCOC1 (stereo not given)
    -6	-2	-0.6	2	105	-2.9	6	7	-2	20
CCNC(=O)CSc1nc2sccc2c(=O)n1-c1ccccc1
    -19	0	-0.1	1	97	-0.7	4	-1	0	0
CCCCOc1ccc(C(=O)O)cc1
    .	-2	0.6	5	98	5.4	-1	1	-13	3
Cc1cc2c(ncn2C)c(NS(=O)(=O)c2ccccc2Cl)c1C
    -3	3	4.8	-8	96	-0.9	-4	0	7	0
C/C(=N\NC(=O)c1ccncc1)c1cc2ccccc2oc1=O
    -5	-4	0.0	16	94	-3.6	-3	-2	8	4
COc1ccc(S(=O)(=O)N2CCC(c3cc(-c4cccc5ccccc45)n[nH]3)CC2)cc1
    .	1	3.4	-14	98	1.6	-4	-4	-3	-6
CC1CCCCN1CC(=O)NCc1ccc2c(c1)OCO2 (stereo not given)
    -5	-5	-0.1	3	96	-0.1	2	0	-1	1

Continued:
Second line of a record: CaV13 FRET inh	PDI inh	aDG glyco up	Cardio protect	ABCB6 inh MLPCN	hiPSC survival	Granule exo inh	HTR2A ag	Vif imaging	Glyco luc inh
CCOc1cc(C(=O)N(C)CC(=O)Nc2cccc(F)c2)ccc1OCC(=O)N1CCCCC1
    -5	0	0.2	11	100	0.2	0	-6	1	1
NS(=O)(=O)c1ccc(CNS(=O)(=O)Cc2ccc(Cl)cc2)cc1
    -23	-2	0.1	0	99	-0.3	1	0	-2	-1
Cc1cc(C(=O)Nc2cc(C)on2)on1
    -8	.	-0.1	14	98	-0.2	-1	1	.	-2
C/C(CC(=O)NC(C)(C)C)=N\NC(N)=S
    -4	3	-0.2	4	100	1.6	-6	3	1	0
CC1CC(=O)N(c2ccc(Br)cc2)C(=O)C1
    -5	-5	-0.2	5	98	0.4	3	0	-2	1
Cc1ccccc1OCCC(=O)OCC(=O)Nc1ccc(C)c(S(=O)(=O)N2CCCCC2)c1
    -13	1	-0.1	-4	96	-3.6	15	2	14	1
CC(C)C[C@H](NC(=O)OCC1c2ccccc2-c2ccccc21)C(=O)O
    -5	0	0.1	1	100	-2.5	0	1	-7	-1
Cc1cc(Cl)ccc1NC(=O)CN1C(=O)CSc2ccc(S(=O)(=O)N3CCOCC3)cc21
    -3	-1	0.1	9	96	-0.5	-2	-4	4	-1
COc1ccc(-c2nc3ccccc3n(CC(C)C)c2=O)cc1
    -7	.	0.0	.	.	.	-7	0	.	.
CCc1c(C)nc2ncnn2c1NC1CCCc2ccccc21 (stereo not given)
    .	1	0.0	-8	94	-0.2	-1	2	-8	1
O=C(COC(=O)/C=C/c1ccccc1[N+](=O)[O-])Nc1ccc(OC(F)F)cc1
    -6	4	-0.1	-3	96	3.8	-4	0	-1	3
O=C(COC(=O)c1cnccn1)Nc1cccc(F)c1
    -2	0	-0.3	4	93	-1.4	-9	-1	12	2
COc1ccc(CNC(=O)CN(Cc2ccccc2)C(=O)c2csnn2)cc1
    -5	0	0.0	0	96	-2.1	-2	-2	11	1
CSc1ccccc1NC(=O)Nc1ccc(F)c(Cl)c1
    -9	-3	0.3	-16	111	-2.3	1	-11	-2	-4
O=C(Nc1cccc(C(=O)O)c1)/C(=C\c1ccc2c(c1)OCO2)NC(=O)c1ccc(Br)o1
    -6	3	0.2	7	101	4.2	-4	2	1	3
O=C(Nc1ccccc1)c1nn(-c2ccccc2)c(=O)cc1C(F)(F)F
    -7	-9	-0.3	-16	194	5.9	12	5	.	0
COc1ccc(C(=O)OCC(=O)NC(C)(C)C)cc1[N+](=O)[O-]
    -5	3	0.8	-6	98	-0.1	1	0	3	1
Cc1ccc(-c2noc(CCC(=O)NC3CCN(Cc4ccccc4)CC3)n2)cc1
    -1	5	1.6	-17	105	0.3	0	-7	-12	-4
COc1ccc(C(=O)Nc2ccc(NC(=O)c3ccccc3OC)nc2)cc1
    -2	6	-0.1	34	92	0.9	30	4	-25	-3
Cc1cnn2c(C3CC3)ccnc12
    -7	3	0.0	6	107	1.6	4	2	-3	-1
Cc1ccc(Cn2c(NCCc3ccccc3)nc3c2c(=O)n(C)c(=O)n3C)cc1
    .	8	0.5	5	94	-1.8	2	0	4	-1
